Screening results deposited in PubChem by Broad Institute.
GASC1 inh: inhibitors of human demethylase GASC-1 KDM4C. Q9H3R0. GST-KDM4C 2-372, H3K9me3 peptide, LANCE TR-FRET. inhibition, % at 12.5 µM. actives 0.15% (n = 96,000). AID 720574;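 active = mean replicate inhibition above about 25%, with at least 55% of replicates also reaching it, limit read from the data, passing the limit was not always enough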
Target sequence (Q9H3R0 2-372 limits assumed): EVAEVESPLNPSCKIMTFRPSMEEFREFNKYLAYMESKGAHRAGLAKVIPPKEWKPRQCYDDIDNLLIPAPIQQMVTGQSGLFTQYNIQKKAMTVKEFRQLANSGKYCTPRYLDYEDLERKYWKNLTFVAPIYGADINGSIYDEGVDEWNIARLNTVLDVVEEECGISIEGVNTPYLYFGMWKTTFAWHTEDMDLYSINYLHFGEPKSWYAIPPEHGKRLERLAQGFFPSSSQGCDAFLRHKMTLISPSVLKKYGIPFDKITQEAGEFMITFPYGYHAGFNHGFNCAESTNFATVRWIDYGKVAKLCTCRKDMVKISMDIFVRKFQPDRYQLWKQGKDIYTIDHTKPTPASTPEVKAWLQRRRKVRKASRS
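material = GST-tagged GASC-1 (JMJD2C) catalytic fragment, aa 2-372 | amount = enzyme final amount 10 nM | medium = HEPES buffer, pH 7.5, plus ascorbate | also added = H3K9me3 peptide substrate, Fe(II), 2-oxoglutarate | dosing = single dose | times = 30 min demethylation and 1 h detection at room temperature | detection = LANCE TR-FRET | read-out basis = Fall in 671/618 emission ratio as inhibition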
C diff HTS: inhibitors of Clostridium difficile growth. actives 0.25% (n = 86,000). Clostridium difficile clinical isolate growth, OD600, 24 h; stronger effect = lower value. growth activity, negative = inhibition, % at 16 µg/mL (by protocol);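 active = mean growth activity at or below -80% and every replicate also at or below -80%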;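 note: 0% = DMSO wells and -100% = levofloxacin 16 µg/mL wells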
Pf Dd2 inh: inhibitors of Plasmodium falciparum Dd2 growth; P. falciparum Dd2 growth, SYBR Green, 72 h; stronger effect = lower value; activity change, % at 10 µM; actives 2.3% (n = 94,000); AID 1159554; in the data active = activity change below about -80%
Tcruzi prolif: inhibitors of T. cruzi proliferation; actives 5.9% (n = 77,000); AID 624255; inhibition, % at 8.34 µM; T. cruzi beta-gal in NIH3T3, GalScreen luminescence, 90 h;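 active = mean inhibition above about 93%, with at least 55% of replicates each passing it, limit read from the data, passing the limit was not always enough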
The depositor's hits bear a star; . = not tested or not shown; & = joins results of further samples. Compounds were not picked by outcome; overall some 7.3% were active at least once.

SMILES	GASC1 inh	C diff HTS	Pf Dd2 inh	Tcruzi prolif
COCC(=O)N(C[C@H]1N[C@H](CO)[C@H]1c1ccc(-c2ccccc2)cc1)C(C)C	0.6	-3.2	-1.3	-56.3
COc1ccc2c3c([nH]c2c1)[C@@H](CO)N(CC1CC1)CC31CN(S(=O)(=O)c2cccc(F)c2)C1	-0.7	-0.5	-78.7	.
C[C@H](CO)N1C[C@H](C)[C@@H](CN(C)C(=O)Nc2ccccc2)Oc2ccc(NC(=O)CCN3CCOCC3)cc2CC1=O	-4.1	0.7	50.5	30.2
C[C@H](O)C#Cc1cnc2c(c1)C(=O)N([C@H](C)CO)C[C@H](C)[C@H](CN(C)Cc1cncnc1)O2	-1.1	1.6	54.9	-72.4
O=C(Cc1ccccn1)N1CC(=O)N2[C@H](C1)[C@H](c1ccc(C#CCC3CCCC3)cc1)[C@@H]2CO	-1.1	52.1	-19.0	.
C[C@H]1CN([C@@H](C)CO)C(=O)Cc2cc(NC(=O)Cc3cn(C)c4ccccc34)ccc2O[C@@H]1CN(C)Cc1ccc(Cl)c(Cl)c1	-2.8	7.0	-77.1	10.8
C[C@@H]1CN([C@H](C)CO)S(=O)(=O)c2ccc(C#Cc3cccnc3)cc2O[C@H]1CN(C)CC1CCOCC1	1.8	-2.3	-62.8	84.5
CC(C)NC(=O)N(C)C[C@H]1OCCCC[C@H](C)Oc2ccc(NC(=O)c3ccccc3)cc2C(=O)N([C@H](C)CO)C[C@@H]1C	0.4	-4.8	19.6	46.7
O=C(Nc1ccc(Cl)cc1)N1C[C@@H]2[C@H](c3ccccc31)[C@H](CO)N2C(=O)c1cccnc1	1.6	-5.8	-13.0	-19.5
C/C=C/c1ccc([C@H]2[C@@H](CO)N(CCC(F)(F)F)C23CN(C(=O)CC)C3)cc1	0.7	7.8	-25.3	.
C[C@@H]1CN([C@@H](C)CO)C(=O)Cc2cc(NC(=O)CCC(F)(F)F)ccc2O[C@H]1CN(C)Cc1ccccc1	-0.9	-3.4	-25.9	12.4
Cc1noc(C)c1S(=O)(=O)Nc1ccc2c(c1)C(=O)N([C@H](C)CO)C[C@H](C)[C@@H](CN(C)C(=O)c1ccccc1)OCCCC[C@H](C)O2	-1.8	.	-4.0	-38.7
COc1ccc2c3c(n(C)c2c1)[C@H](CO)N(CC1CC1)CC31CCN(Cc2nccs2)CC1	-0.2	8.9	-43.5	.
CCC(=O)N1CCC2(CC1)CN(Cc1ccccc1Cl)[C@H](CO)c1c2c2ccc(OC)cc2n1C	0.3	7.5	-67.5	.
C[C@@H]1CN([C@H](C)CO)S(=O)(=O)c2ccc(C#CC(C)(C)O)cc2O[C@@H]1CN(C)Cc1ccc(-c2ccccc2)cc1	1.3	-4.3	-63.2	124.6*
CO[C@@H]1CN(C)C(=O)c2ccc(NC(=O)c3nc4ccccc4s3)cc2OC[C@@H](C)N(Cc2ccncc2)C[C@H]1C	1.1	.	-96.8*	.
CC(C)NC(=O)Nc1cccc2c1O[C@@H](CN(C)Cc1ccncc1)[C@@H](C)CN([C@H](C)CO)C2=O	0.0	1.3	-2.1	-2.9
C[C@H]1CN([C@@H](C)CO)C(=O)c2cccc(NC(=O)NC3CCCCC3)c2O[C@@H]1CN(C)C(=O)Nc1ccc(C(F)(F)F)cc1	-0.4	23.0	-52.9	50.3
CCC(=O)N1CC2(C1)[C@@H](c1ccc(-c3cccc(C)c3)cc1)[C@@H](CO)N2S(C)(=O)=O	-1.3	-13.0	-46.6	.
CC(C)NC(=O)N1[C@@H](CO)[C@@H](c2ccccc2)C12CN(C(=O)c1ccccn1)C2	0.6	-0.4	6.6	.
CCCC(=O)Nc1ccc2c(c1)C(=O)N(C)C[C@H](OC)[C@@H](C)CN(C)[C@H](C)CO2	0.5	-1.6	17.2	-12.5
C[C@@H]1CN([C@@H](C)CO)C(=O)c2cc(NC(=O)Nc3ccc(C(F)(F)F)cc3)ccc2O[C@@H]1CN(C)C	-1.5	14.4	1.0	79.2
C[C@H](CO)N1C[C@H](C)[C@@H](CN(C)Cc2cncnc2)Oc2cc(-c3cncnc3)ccc2S1(=O)=O	0.7	-5.1	45.1	3.2
COc1ccc(C[C@@H]2CCn3cc(nn3)COC[C@H](C(C)C)NC2=O)cc1	0.3	18.9	.	.
O=C(Cc1ccncc1)N[C@H]1CC[C@@H](CCn2cc(-c3ccccc3F)nn2)O[C@@H]1CO	-0.8	.	35.0	1.0
OC[C@@H]1[C@H](c2ccc(C3=CCCC3)cc2)[C@H]2CN(Cc3ccncc3)CCCCN12	6.9	-4.8	-23.1	75.8
CO[C@@H]1CN(C)C(=O)c2ccc(NS(=O)(=O)c3ccccc3C)cc2OC[C@@H](C)N(C)C[C@H]1C	0.0	.	-0.7	38.0
C/C=C/c1cnc2c(c1)C(=O)N([C@@H](C)CO)C[C@@H](C)[C@@H](CN(C)C(=O)c1cnccn1)O2	-1.9	-0.4	27.0	.
C[C@@H]1CN([C@@H](C)CO)C(=O)c2cc(NS(=O)(=O)c3ccccc3)ccc2O[C@@H]1CN(C)S(=O)(=O)c1ccc(F)cc1	0.4	.	3.8	38.5
N#Cc1cccc(-c2ccc(C3[C@@H]4CN(C(=O)C5CCOCC5)C[C@H]3N4)cc2)c1 (some centres not stated)	0.9&-0.3	-1.1&-1.8	-47.0&15.3	.
C[C@H](CO)N1C[C@H](C)[C@@H](CN(C)C(=O)Nc2ccc(C(F)(F)F)cc2)Oc2c(NC(=O)c3nc4ccccc4s3)cccc2C1=O	0.1	-3.7	-34.9	91.5*
CN(C)C(=O)[C@@H]1[C@@H](CO)[C@@H]2Cn3c(ccc(-c4ccccc4)c3=O)[C@H]1N2C(=O)C1CCCC1	-1.8	1.5	2.1	47.6
O=C(C[C@@H]1CC[C@H](NC(=O)Nc2ccc(C(F)(F)F)cc2)[C@H](CO)O1)NCc1cc(F)cc(F)c1	-2.6	.	-7.9	-2.7
C[C@@H]1CN([C@H](C)CO)S(=O)(=O)c2ccc(-c3cncnc3)cc2O[C@@H]1CN(C)C(=O)c1cccc(F)c1	-1.9	-1.7	15.5	.
Cc1ccccc1S(=O)(=O)N[C@@H]1CC[C@@H](CCn2cc(-c3ccc(F)cc3)nn2)O[C@@H]1CO	-1.1	.	-20.9	16.2
N#C[C@@H]1[C@H](c2ccccc2)[C@H](CO)N1C(=O)Nc1cccc(F)c1	0.9	-9.0	-70.2	48.7
COC(=O)[C@@H]1[C@@H](CO)[C@@H]2Cn3c(cccc3=O)[C@@H]2N1CC1CCCC1	7.8	-2.1	-2.8	.
CN(C)CC(=O)N[C@@H]1CC[C@H](CCNS(=O)(=O)c2ccccc2)O[C@@H]1CO	-0.8	-2.1	11.1	.
COc1cccc(C#Cc2cnc3c(c2)C(=O)N([C@H](C)CO)C[C@@H](C)[C@@H](CN(C)C(=O)C2CCOCC2)O3)c1	-1.1	-1.3	-42.0	.
C[C@@H]1CN([C@H](C)CO)C(=O)c2cc(-c3cccc(C#N)c3)cnc2O[C@H]1CN(C)C	0.7	4.9	20.6	-44.0
O=C(c1ccc(F)cc1)N1CCCCN2[C@H](CO)[C@H](c3ccc(-c4ccc(F)cc4)cc3)[C@@H]2C1	.	43.4	4.1	104.7*
CC(C)NC(=O)Nc1ccc2c(c1)C(=O)N([C@H](C)CO)C[C@@H](C)[C@H](CN(C)Cc1ccc(Cl)c(Cl)c1)OCCCC[C@H](C)O2	-0.3	14.6	.	.
CC(=O)N(C)C[C@@H]1Oc2cc(-c3ccccc3)ccc2S(=O)(=O)N([C@@H](C)CO)C[C@@H]1C	1.7	.	0.9	-39.3
C[C@H]1CN([C@@H](C)CO)C(=O)c2cc(NS(=O)(=O)c3ccc(Cl)cc3)ccc2O[C@H]1CN(C)C(=O)NC1CCCCC1	0.3	-3.8	5.4	10.2
N#C[C@H]1[C@@H](c2ccccc2C2=CCCCC2)[C@H](CO)N1C(=O)c1ccccn1	12.6	-3.4	3.6	.
Cc1noc(C)c1S(=O)(=O)Nc1ccc2c(c1)C(=O)N([C@@H](C)CO)C[C@H](C)[C@@H](CN(C)S(=O)(=O)c1ccc(F)cc1)O2	0.1	-4.6	9.1	-11.8
CC(C)C#Cc1ccc([C@@H]2[C@@H](C#N)N(C(=O)C3CC3)[C@@H]2CO)cc1	0.0	-16.6	-1.3	68.6
COc1ccc2c3c(n(C)c2c1)[C@@H](CO)N(C(=O)NC(C)C)CC31CCN(C(C)=O)CC1	1.0	-3.9	-17.0	.
C[C@@H]1CN([C@@H](C)CO)C(=O)Cc2cc(NS(=O)(=O)c3ccccc3)ccc2O[C@H]1CN(C)C(=O)Nc1ccccc1	-1.0	-4.2	-44.9	-2.6
C[C@H]1CN([C@@H](C)CO)C(=O)c2c(c3ccccc3n2C)-c2ccccc2CO[C@@H]1CN(C)S(=O)(=O)c1ccsc1	-4.4	4.5	-80.3*	113.5*
COCCNC(=O)C[C@@H]1C[C@H]2c3cc(NC(=O)Nc4ccc(F)cc4)ccc3O[C@H]2[C@H](CO)O1	0.7	-5.2	52.0	.
CCCNC(=O)N1[C@H](CO)[C@H](c2ccccc2-c2cccc(C)c2)[C@@H]1C#N	0.5	35.0	28.9	.
CC(=O)N(C)C[C@H]1Oc2cc(C#Cc3ccccc3F)ccc2S(=O)(=O)N([C@@H](C)CO)C[C@H]1C	0.8	-9.4	-22.1	81.4
CC(C)CC#Cc1cnc2c(c1)C(=O)N([C@@H](C)CO)C[C@@H](C)[C@H](CN(C)Cc1ccc3c(c1)OCO3)O2	0.0	8.9	-52.6	71.4
C[C@@H]1CCCCO[C@H](CN(C)S(C)(=O)=O)[C@H](C)CN([C@@H](C)CO)C(=O)c2cc(NC(=O)Nc3ccc4c(c3)OCO4)ccc2O1	1.0	-0.5	8.2	-27.8
COc1ccccc1-c1cn(CC[C@H]2CC[C@H](NC(=O)C3CCCCC3)[C@H](CO)O2)nn1	-0.8	-1.8	-7.0	-18.3
COc1ccccc1-c1cn(CC[C@@H]2CC[C@@H](NC(=O)C3CC3)[C@@H](CO)O2)nn1	2.4	-0.8	-2.7	.
O=C(C[C@H]1C=C[C@@H](NC(=O)Nc2ccc3c(c2)OCO3)[C@H](CO)O1)NCCCN1CCOCC1	-0.3	2.2	3.0	.
C[C@H](NC(=O)C[C@H]1CC[C@@H](NC(=O)C2CCOCC2)[C@@H](CO)O1)c1ccccc1	-0.1	-0.5	-4.2	-5.9
COCC(=O)N1CC(=O)N2[C@@H](CO)[C@@H](c3ccc(-c4ccccc4F)cc3)[C@@H]2C1	0.5	-5.3	-51.9	.
The results go on:
SMILES	GASC1 inh	C diff HTS	Pf Dd2 inh	Tcruzi prolif
O=C(Nc1ccc(F)cc1)N1C[C@H]2[C@@H](c3ccccc31)[C@H](CO)N2Cc1ccccc1Cl	-1.7	14.9	-42.9	78.3
CCc1csc(N2[C@@H](C#N)[C@@H](c3ccc(-c4ccc(F)cc4)cc3)[C@@H]2CO)n1	-2.5	0.3	-0.2	97.6*
C[C@@H]1CN([C@@H](C)CO)C(=O)c2cccc(NC(=O)c3ccncc3)c2O[C@@H]1CN(C)Cc1ccncc1	1.5	-2.2	6.7	51.1
O=C(N[C@H]1CC[C@@H](CCNS(=O)(=O)c2ccc(F)cc2)O[C@@H]1CO)C1CCOCC1	1.5	.	-2.0	-5.2
C[C@H](CO)N1C[C@H](C)[C@H](CN(C)C(=O)c2cccc(F)c2)Oc2ncc(C3=CCCCC3)cc2C1=O	0.8	-6.1	-34.9	55.6
COc1ccc(S(=O)(=O)N(C)C[C@@H]2Oc3c(NC(=O)Nc4ccc5c(c4)OCO5)cccc3C(=O)N([C@@H](C)CO)C[C@@H]2C)cc1	-0.2	1.4	-25.3	-23.0
C[C@H]1CCCCO[C@H](CN(C)Cc2ccc(Cl)c(Cl)c2)[C@@H](C)CN([C@@H](C)CO)C(=O)c2cc(NC(=O)Nc3ccccc3)ccc2O1	-2.1	9.1	-60.7	68.9
CCCNC(=O)[C@@H]1[C@@H](CO)[C@@H]2Cn3c(ccc(/C=C/c4ccccc4)c3=O)[C@H]1N2CCC	-0.3	1.3	9.8	59.6
C[C@@H]1CN([C@@H](C)CO)C(=O)c2cc(NS(=O)(=O)c3ccc(Cl)cc3)ccc2O[C@@H]1CN(C)Cc1ccc2c(c1)OCO2	0.1	6.8	10.2	89.1

4 entries already listed, ordered by length of the SMILES, smallest number first.
SMILES	GASC1 inh	C diff HTS	Pf Dd2 inh	Tcruzi prolif
O=C(Nc1ccc(F)cc1)N1C[C@H]2[C@@H](c3ccccc31)[C@H](CO)N2Cc1ccccc1Cl	-1.7	14.9	-42.9	78.3
C[C@H](CO)N1C[C@H](C)[C@H](CN(C)C(=O)c2cccc(F)c2)Oc2ncc(C3=CCCCC3)cc2C1=O	0.8	-6.1	-34.9	55.6
C[C@@H]1CN([C@@H](C)CO)C(=O)c2cccc(NC(=O)c3ccncc3)c2O[C@@H]1CN(C)Cc1ccncc1	1.5	-2.2	6.7	51.1
C[C@@H]1CN([C@@H](C)CO)C(=O)c2cc(NS(=O)(=O)c3ccc(Cl)cc3)ccc2O[C@@H]1CN(C)Cc1ccc2c(c1)OCO2	0.1	6.8	10.2	89.1
